# Rad51 HR inh: blocks human Rad51 in homologous recombination; Q06609; 0.085% of 200,000 active; inhibition, % at 10 µM; hRad51 DNA strand exchange, fluorescence dequenching;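 active = inhibition above 40% at the single screening dose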;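 also: 0% = DMSO control wells and 100% = blanks with heterologous ssDNA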
# Target sequence (Q06609 whole entry, looked up): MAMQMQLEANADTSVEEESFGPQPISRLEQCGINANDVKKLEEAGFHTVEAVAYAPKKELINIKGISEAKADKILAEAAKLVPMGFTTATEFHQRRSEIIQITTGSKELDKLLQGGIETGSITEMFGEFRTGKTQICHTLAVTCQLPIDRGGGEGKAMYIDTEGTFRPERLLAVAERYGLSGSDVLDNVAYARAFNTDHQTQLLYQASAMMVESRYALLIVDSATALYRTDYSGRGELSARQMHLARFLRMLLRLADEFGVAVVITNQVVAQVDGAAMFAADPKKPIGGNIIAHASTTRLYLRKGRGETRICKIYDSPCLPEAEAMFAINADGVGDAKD
#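 material = hRad51 filaments on single-stranded DNA | reagent = Donor/quencher-labelled 47-bp dsDNA substrate | compound = 10 µM final, single point | schedule = strand-exchange reaction 15 min at room temperature | measured by = fluorescein emission 520 nm, excitation 485 nm | read-out basis = % inhibition versus plate control and blank means | benchmarks = plate controls and plate blanks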
# eIF4E 4G PPI: eIF4E/eIF4G interaction inhibition in translation initiation; P63073+Q04637; TR-FRET eIF4E-eIF4GI(517-606) binding, 2 h; inhibition, % at 21.7 µM; 0.37% of 220,000 active; AID 782;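 active = inhibition above about 30%, limit read from the data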;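 also: 0% = full FRET control wells and 100% = background wells lacking eIF4GI fragment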
# MDM2 E3 inh: inhibitors of human Mdm2 E3 ubiquitin ligase. cell-based MDM2 ubiquitination luciferase reporter, 2 h; 0 = plate control, 100 = twice control, blank-subtracted. signal enhancement, % at 5 µM. 0.11% of 210,000 active. AID 1230. Q00987;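 active = signal enhancement of 30% or more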;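 also: luminescence tracks abundance of the self-degrading MDM2-luciferase fusion protein; higher signal means inhibition of MDM2 E3 ligase activity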
#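 Buffer or medium: Cells held in DMEM | Assay system: Stable mammalian line carrying autodegrading MDM2–luciferase fusion reporter | Quantity: 2000 cells/well | Times: 4 h settle plus 2 h compound, 37 °C | Doses: One concentration, 5 µM, with 0.2% DMSO | Technique: Luminescence with SteadyLite reagent, 15 min at room temperature | Benchmarks: Plate controls and plate blanks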
# 14-3-3 Bad PPI: disrupts binding of bovine 14-3-3 zeta to phospho-Bad peptide; P63103; TR-FRET 14-3-3zeta/Dy647-pBad peptide displacement, 1 h; inhibition, % at 21.7 µM; 0.71% of 220,000 active; AID 781;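 active = inhibition above about 70%, limit read from the data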;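 also: 0% = full 14-3-3 plus peptide FRET controls and 100% = background without 14-3-3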
# FXIa inh 1536: inhibitors of human coagulation factor XIa. P03951. purified FXIa, Boc-Glu-Ala-Arg-AMC fluorogenic substrate. inhibition, % at 5 µM. 0.14% of 220,000 active. AID 798;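 active = inhibition of at least 40%; inactive = inhibition below 40%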;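 also: fluorescence of freed AMC excited at 355 nm; 0% = enzyme without compound and 100% = no enzyme blank; many of its hits are not listed in these tables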
# Target sequence (P03951 19-387 limits assumed): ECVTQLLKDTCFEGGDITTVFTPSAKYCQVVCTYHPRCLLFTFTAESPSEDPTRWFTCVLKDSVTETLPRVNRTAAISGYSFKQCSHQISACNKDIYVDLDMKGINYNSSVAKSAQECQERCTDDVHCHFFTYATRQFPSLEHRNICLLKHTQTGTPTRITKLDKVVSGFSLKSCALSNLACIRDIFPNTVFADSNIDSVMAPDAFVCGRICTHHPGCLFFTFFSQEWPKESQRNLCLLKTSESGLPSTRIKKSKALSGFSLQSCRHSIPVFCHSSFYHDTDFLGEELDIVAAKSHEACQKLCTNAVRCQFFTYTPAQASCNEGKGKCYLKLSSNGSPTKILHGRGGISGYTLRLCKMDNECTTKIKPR
# Target sequence (P03951 388-625 limits assumed): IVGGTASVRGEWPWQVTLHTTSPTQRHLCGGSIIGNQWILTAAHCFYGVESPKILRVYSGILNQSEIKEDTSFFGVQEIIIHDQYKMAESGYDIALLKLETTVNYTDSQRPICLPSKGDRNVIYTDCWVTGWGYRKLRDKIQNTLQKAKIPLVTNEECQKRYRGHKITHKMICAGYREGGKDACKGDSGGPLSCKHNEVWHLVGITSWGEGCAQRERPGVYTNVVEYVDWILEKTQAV
# FXIIa inh 1536: inhibitors of human coagulation factor XIIa. purified FXIIa, Boc-QGR-AMC fluorogenic substrate, 2 h. inhibition, % at 5 µM. 0.3% of 220,000 active. AID 800; in the data active = inhibition above about 40%;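 also: 0% = enzyme with no compound and 100% = blank without enzyme; many of its hits are not listed in these tables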
# KLK5 inh: kallikrein 5 (human) inhibition; inhibition, % at 5 µM; AID 873; 0.59% of 210,000 active; Q9Y337; recombinant hK5, fluorogenic AMC substrate cleavage;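 active = inhibition of 40% or more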;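 also: 0% = enzyme controls without compound and 100% = no-enzyme blanks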
# Wee1 stabilizer: inhibitors of human Wee1 degradation | HeLa Luc-Wee1K328M stability, luciferase luminescence; 100% = proteasome inhibitor MG132 effect | reporter increase, % at 5 µM | 1.2% of 220,000 active | P30291 | AID 1321;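 active = activation above the mean of all tested compounds plus 3 SD, set per screening run, cut at about 8.8% in these data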;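 also: cells exposed to compound for 20 h before luminescence read; 0% = DMSO alone and 100% = MG132 at 30 µM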
# p97 inhibitor: inhibitors of human p97 ATPase | 0.42% of 220,000 active | inhibition, % at 8 µM | P55072 | recombinant p97 ATPase, Kinase-Glo ATP luminescence, 3 h | AID 1481; in the data active = inhibition above about 15%;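 also: 0% = DMSO vehicle and 100% = wells lacking enzyme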
# The depositor's hits bear a star; x = not tested or not shown; [ ] = remark or other dose.
SMILES,Rad51 HR inh,eIF4E 4G PPI,MDM2 E3 inh,14-3-3 Bad PPI,FXIa inh 1536,FXIIa inh 1536,KLK5 inh,Wee1 stabilizer,p97 inhibitor
CCCCN(C)CCCNC(=O)c1cc(=O)[nH]c2ccc(S(=O)(=O)N3CCCCC3C)cc12 (stereo not drawn),-14,-1,-12,0,-5,8,-8,4,-2
C=CCn1c(SCC(=O)c2c(N)n(CCC)c(=O)n(C)c2=O)nnc1-c1ccncc1,3,-2,-14,-9,-2,5,-1,-1,4
N#Cc1c(-c2ccccc2)ccn(Cc2ccc(Cl)cc2)c1=O,4,-2,-14,14,4,17,3,-1,-1
CC1Cc2ccccc2N1C(=O)C1CCN(S(=O)(=O)c2cccs2)CC1 (stereo not drawn),4,-1,-4,4,6,11,-3,-2,2
CCn1nc(C)c(NC(=O)CCCSc2nc(-c3ccco3)cc(C(F)(F)F)n2)c1C,3,14[fluorescence artefact?],-14,-4,7,1,-1,1,0
CCN(CC(=O)NCc1cccs1)c1ccc(S(=O)(=O)N2CCCC2)cn1,-1,-5,0,-10,4,4,-1,14*,3
Cc1ccc2c(c1)NC(C(C)(C)C)CO2 (stereo not drawn),-8,-4,-11,6,4,10,-2,-2,-6
O=c1cc(CN2CCOCC2)c2c(ccc3ccccc32)o1,-1,9,7,-11,4,18,-1,-1,-5
COc1ccc(CC(=O)n2[nH]c(=O)c3ccccc3c2=O)cc1OC,-12,-1,-1,-3,0,1,-4,1,7
COc1ccc(N2C3=C(CC4=C2CCCC4=O)C(=O)CCC3)cc1,-1,6,x,-20[fluorescence artefact?],-8,0,-17,2,5
Cc1ccc(-c2noc(-c3c(C)noc3C)n2)cc1,-9,0,-13,3,-4,3,0,0,4
CS(=O)(=O)N(Cc1ccccc1Cl)c1ccc(C(=O)NCc2ccccn2)cc1,x,-7,16,-2,-6,1,-18,-1,-4
O=C(/C=C/c1cccnc1)c1ccc(O)cc1,20,1,-19,1,1,9,1,1,4
COc1ccc(C(=S)N2CCCCC2)cc1Br,4,0,1,-5,1,x,4,-3,-2
O=C1C(Cl)=C(NCC2CCCO2)C(=O)N1C1CCCCC1 (stereo not drawn),-2,5,-2,-14,-6,4,-18,-2,0

# The closing 2 compounds of the section before open the next one.
SMILES,Rad51 HR inh,eIF4E 4G PPI,MDM2 E3 inh,14-3-3 Bad PPI,FXIa inh 1536,FXIIa inh 1536,KLK5 inh,Wee1 stabilizer,p97 inhibitor
COc1ccc(C(=S)N2CCCCC2)cc1Br,4,0,1,-5,1,x,4,-3,-2
O=C1C(Cl)=C(NCC2CCCO2)C(=O)N1C1CCCCC1 (stereo not drawn),-2,5,-2,-14,-6,4,-18,-2,0
O=C(c1sc2ccccc2c1Cl)N1CCN(c2ccccc2F)CC1,-22,17,-16,25,21,23,-12,6,4
COc1ccc(CCNC(=O)CSc2ccc3ccccc3c2)cc1OC,6,3,-19,-9[fluorescence artefact?],9,7,-4,-3,-3
O=C1CCC(c2ccccc2)=NN1Cc1c(F)cccc1Cl,-35,0,-37,-14,-1,4,-8,0,-1
CSc1nnc(C)c(/C=C/NOCc2cccc(F)c2)n1,7,4,-19,-28,0,10,11,-1,8
CCOc1ccc(-n2c(=O)[nH]cc(C(=O)N3CCc4ccccc43)c2=O)cc1,-4,-2,-11,4,-7,6,-1,-3,-2
CC(=O)Nc1ccc(S(=O)(=O)C(C#N)c2nc3ccccc3nc2NCCO)cc1 (stereo not drawn),-11,2,-8,2,-9,-10,10,2,3
CCC(=O)Nc1ccc(C(=O)CSc2nc(N)cc(N)n2)cc1,27,-7,x,-2,-1,12,-4,3,1
COc1ccc2c(C)cc(SCC#N)nc2c1,-14,-23[fluorescence artefact?],-2,20[fluorescence artefact?],-10,3,19,0,-1
CCOC(=O)c1c(C)n(C)c2ccc(O)c(CN3CCC(C)CC3)c12,-1,2,-10,-15,-4,-4,-24,-5,1
COc1ccccc1CNC(=O)CCCOc1cc(=O)n(C)c2ccccc12,-3,2,-15,5,-7,-18,-3,2,7
Nc1ccccc1C(=O)N(Cc1ccccc1)Cc1ccccc1,-3,3,-3,-3,6,14,-9,3,-4
CCOC(=O)N1CCC(NC(=O)Cn2cc3c(n2)CCCC3)CC1,-3,2,-12,-1,-13,-4,-8,0,4
O=C(c1cc(-c2ccccc2Cl)on1)N1CCN(C(=O)c2ccco2)CC1,-3,0,x,4[fluorescence artefact?],-3,2,-5,3,2
COc1ccc(CN(Cc2cc3cc4c(cc3[nH]c2=O)OCO4)C(=O)NC2CCCCC2)cc1,-11,0,-22,6[fluorescence artefact?],-5,6,-24,-1,2
CC(CNC(=O)c1cccs1)c1ccc([N+](=O)[O-])cc1 (stereo not drawn),x,3,-14,24,3,13,x,1,2

# Given bar-delimited: 2 of the compounds above.
SMILES | Rad51 HR inh | eIF4E 4G PPI | MDM2 E3 inh | 14-3-3 Bad PPI | FXIa inh 1536 | FXIIa inh 1536 | KLK5 inh | Wee1 stabilizer | p97 inhibitor
Cc1ccc2c(c1)NC(C(C)(C)C)CO2 (stereo not drawn) | -8 | -4 | -11 | 6 | 4 | 10 | -2 | -2 | -6
O=c1cc(CN2CCOCC2)c2c(ccc3ccccc32)o1 | -1 | 9 | 7 | -11 | 4 | 18 | -1 | -1 | -5

# Next part:
SMILES,Rad51 HR inh,eIF4E 4G PPI,MDM2 E3 inh,14-3-3 Bad PPI,FXIa inh 1536,FXIIa inh 1536,KLK5 inh,Wee1 stabilizer,p97 inhibitor
Cc1cccc(-n2c(N)cc(=O)nc2SCC(=O)Nc2nnc(CC(C)C)s2)c1,x,-15[fluorescence artefact?],-18,-9,5,15,-6,2,1
N/C(=N\OC(=O)Oc1ccccc1)c1ccc(Br)cc1,-1,-2,0,-1,-10,2,3,-1,1
CCOC(=O)n1c(=O)oc2cc(S(=O)(=O)N3CCOCC3)ccc21,-11,12[fluorescence artefact?],-5,-9[fluorescence artefact?],0,14,3,-2,8
Cn1c(CCNC(=O)c2cccs2)n[nH]c1=S,-7,2[fluorescence artefact?],-22,-7,0,12,-5,2,2
Oc1ccc(/C=N/Nc2ccc3ccccc3c2)c(O)c1,-2,-1,-1,-10,-1,3,-4,0,3
CN(C)S(=O)(=O)c1cccc(-c2cn3cccnc3n2)c1,7,3,0,5,-11,-7,-23,-3,2
CS(=O)(=O)N(CC(=O)N1CCc2ccccc2C1)c1ccc2c(c1)OCO2,-9,-4,-10,3,1,1,0,0,1
CC1=NN(C(=O)COc2ccccc2C)C(O)(c2ccc(Cl)cc2)C1 (stereo not drawn),1,6,-7,11,1,6,8,-1,4
Cc1cccc2c(C(=O)O)cc(-c3cccnc3)nc12,-3,5,3,1,0,5,14,-1,4
O=C1C2C(C(=O)N1c1ccc3c(c1)OCO3)C1C=CC2C12CC2 (stereo not drawn),1,9,x,-5[fluorescence artefact?],2,14,-6,0,0
CCOC(=O)N1CCC(N2CCCC(C(=O)c3cccc(OC(C)C)c3)C2)CC1 (stereo not drawn),x,7,-30,3,6,7,4,-1,-2
CCNS(=O)(=O)c1ccc(CCC(=O)Nc2ccccc2)cc1,24,-1,-8,-13,2,6,-7,5,4
COc1ccc(N=Cc2c(O)n(-c3ccc(OC)cc3)c(=O)c3ccccc23)cc1,2,14,22,75*,-5,5,-3,1,5
O=C(N/N=C/c1ccc([N+](=O)[O-])cc1)c1c[nH]c2ccccc12,9,-3,-6,-8,3,6,-2,-1,4
COC(=O)c1cc(NC(=O)CN(c2cccc(OC)c2)S(=O)(=O)c2ccccc2)ccc1Cl,-5,8[fluorescence artefact?],-19,7,7,3,-4,4,-2
CS(=O)(=O)N(CC(=O)Nc1ccc(Cl)c(Cl)c1)C1CCCCC1,-3,-2,-10,11,3,16,1,-2,-4
Cc1cc(NC(=O)CSc2nnnn2C2CCCC2)no1,-12,-3,19,10,3,15,-5,-1,-2
CCCS(=O)(=O)N1CCC(C(=O)NCCN(C)Cc2ccccc2)CC1,3,3,-16,1,1,9,-6,0,-6
CCOC(=O)N1CCC(NC(=O)C2CCCN(C(=O)N3CCOc4ccccc43)C2)CC1 (stereo not drawn),-3,2[fluorescence artefact?],-4,-3[fluorescence artefact?],4,14,39,1,-5
CCOc1ccc2c(c1)sc(=NC(=O)C1CC1)n2C,9,-6,-9,5[fluorescence artefact?],-5,-4,2,2,-4
CC(=O)Nc1nc(-c2ccc(Br)s2)cs1,-3,1,-11,-8,-2,10,-18,0,1
COC(=O)c1ccsc1NC(=O)c1ccc2c(c1)OCCO2,3,-18,-14,0,3,7,1,x,x
COC(=O)c1[nH]c2ccc(C)cc2c1NS(=O)(=O)c1ccc(F)c(C)c1,x,9,-7,-2,-9,3,28,-1,2
CCOC(=O)/C(C#N)=C/c1cn(CCOc2ccc(OC)cc2)c2ccccc12,x,-4,x,-8,2,8,-18,5,-2
COc1ccc(NS(=O)(=O)c2cccc(NC(=O)CNC(C)=O)c2)cc1,-13,-10,x,-6,-4,7,-1,1,-3
Cn1nnc2c(sc3nc(N4CCOCC4)c4c(c32)CCCC4)c1=O,-2,1,-32,-6,-1,9,-14,0,4
O=C(CCl)NC1(C(F)(F)F)C(=O)Nc2c1c(=O)[nH]c(=O)n2-c1ccccc1 (stereo not drawn),2,0,-9,-3,6,13,3,3,10
COc1ccc(C2CC2/C(=N/O)c2ccccc2)cc1 (stereo not drawn),-11,3,-4,-12,1,8,3,0,-6
Cc1ccc(NC(=O)Cn2c(C)cc(C)c(C#N)c2=O)c(Cl)c1,-5,-1,-12,5,3,-3,1,2,5
O=C(Nc1ccc(Cl)c(Cl)c1)c1ccc(Cl)c(Cl)c1,19,-3,-62,3,0,3,0,0,4
CCOC(=O)c1nnn(-c2nonc2N)c1CSc1ccccc1,2,9,-14,-14,6,-1,-12,-1,-1
CN1C(=O)NC(c2ccccc2)C2=C1CN(CCc1ccccc1)C2=O (stereo not drawn),0,1,-12,-5,-1,14,2,-1,2
COc1ccc2nc(C)c(C(=O)NN)cc2c1,x,-6,-1,-5,10,14,-7,0,0
COc1ccc(C(=O)Oc2cccc(Nc3ncnc4ccccc34)c2)cc1OC,-13,3,-8,22[fluorescence artefact?],-1,5,-14,1,-2
Nc1ccc(C(=O)c2cccs2)cc1[N+](=O)[O-],17,0,-6,-5,-1,8,-3,-1,3
COC(=O)c1ccc(C)c(NS(=O)(=O)c2ccc(OC)c(OC)c2)c1,-4,2,-3,1,4,7,1,2,2
O=C(CSc1ccc(-c2ccncc2)nn1)c1ccc(Cl)cc1,6,-2,-7,-8,-6,-1,-1,2,3
O=C(NCc1cccs1)C(=O)c1cn(CC(=O)N2CCCC2)c2ccccc12,2,-3,21,-13,1,13,4,3,6
COc1cc(/C=C(\C#N)c2nc3ccccc3[nH]2)ccc1OC(=O)c1ccco1,-12,8,5,-21,-4,-4,-27,-1,-3
O=C(Nc1cccc(Cl)c1)c1cccc(Oc2ccc([N+](=O)[O-])cc2Cl)c1,2,0,0,-11,10,8,-15,-2,2
CCn1cnc2c1c(=O)n(Cc1nnc3n1-c1ccccc1SC3)c(=O)n2Cc1ccccc1,-10,-2,4,1,5,20,-2,0,1
Nc1nnc(CSCc2ccccc2Cl)s1,-7,1,-17,-8,8,7,10,0,3
O=C(O)CC(NC(=O)COc1ccc(Cl)cc1Cl)C(=O)O (stereo not drawn),6,2,-6,0,18,14,2,0,9
Cc1ccc(NS(=O)(=O)c2ccc(Br)s2)nc1,x,3,x,1,0,7,x,2,1

# Screening results (PubChem)
